Screening data: PubChem BioAssay, several laboratories
HT29 cell growth-1 – HT29 colon tumor cell growth inhibition, primary screen, imaging, high content imaging, 48 h, CellTiter-Glo (AID 771) | HT29 cell growth, HCS imaging cell count, 48 h; stronger effect = higher value | 3,300 tested, 2% active | growth inhibition, % at 10 µM;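 active = growth inhibition above 90%, meaning viable cell count by imaging cut by more than 90% versus vehicle controls; inactive = growth inhibition below 90%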;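 note: percent fewer viable cells counted by imaging than vehicle controls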
AID772 – HT29 colon tumor cell growth inhibition, primary screen, imaging, high content imaging, 72 h, CellTiter-Glo (AID 772) | HT29 cell growth, HCS imaging cell count, 72 h; stronger effect = higher value | growth inhibition, % at 10 µM | 3,300 tested, 0.6% active;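 active = growth inhibition above 90%, meaning viable cell count cut by more than 90% versus vehicle controls; inactive = growth inhibition below 90%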
HT29 cell growth-2 – HT29 colon tumor cell growth inhibition, primary screen, imaging, high content imaging, 24 h, CellTiter-Glo (AID 770); HT29 cell number by imaging, 24 h; stronger effect = higher value; growth inhibition, % at 10 µM; 3,300 tested, under 10 active;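 active = growth inhibition above 90% in viable cell count at a single dose; inactive = growth inhibition below 90%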
AID364 – Jurkat cell viability reduction – Jurkat E6.1, NIH starter set, primary screen (AID 364) | 3,300 tested, 2% active | Jurkat E6.1 viability, ATP luminescence, 48 h; higher % means a stronger effect | inhibition, % at 4 µM, or CC50 in µM where a hit was titrated;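 active = concentration giving half-maximal inhibition at or below 20 micromolar; inactive = half-maximal concentration above 20 micromolar, or not dose tested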;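 note: 100% = cells treated with 4 µM doxorubicin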
A549 NSCLC growth – A549 NSCLC cell proliferation inhibitors – ATP luminescence, human non-small cell lung line, primary screen (AID 371); 3,300 tested, 8.4% active; A549 growth inhibition, ATP luminescence; stronger effect = higher value; growth inhibition, % at 10 µM;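 active = mean growth inhibition over the two runs of 50% or more; inactive = mean growth inhibition under 50%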;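 note: compound exposure lasted 72 h before the ATP read; 0% = untreated cell signal and 100% = no luminescence left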
HT29 cell growth-2 condensed nuclei – recorded beside HT29 cell growth-2, whose call it bears; condensed nuclei, %; measured here: percent cells with condensed nuclei;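 share of cells whose nuclear area falls below control median minus 1.5 SD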
HT29 cell growth-2 ATP viability – also measured in HT29 cell growth-2; calls as there; growth inhibition, %; measured here: ATP CellTiter-Glo viability
HT29 cell growth-1 condensed nuclei – recorded beside HT29 cell growth-1, whose call it bears; condensed nuclei, %; measured here: percent cells with condensed nuclei;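 condensed means Hoechst nuclear area under control median minus 1.5 SD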
HT29 cell growth-1 ATP viability – second read-out of HT29 cell growth-1, no call of its own (marks repeat the call); growth inhibition, %; measured here: ATP CellTiter-Glo viability inhibition
AID772 condensed nuclei – second read-out of AID772, no call of its own (marks repeat the call); condensed nuclei, %; measured here: percent cells with condensed nuclei;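 condensed means nuclear area below control median minus 1.5 SD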
AID772 second – second read-out of AID772, no call of its own (marks repeat the call); growth inhibition, %; measured here: ATP CellTiter-Glo viability
Active calls of the source: *; x = not tested or not shown.

cpd | SMILES | HT29 cell growth-1 | HT29 cell growth-1 condensed nuclei | HT29 cell growth-1 ATP viability | AID772 | AID772 condensed nuclei | AID772 second
1 | CCCCOc1cccc(-c2nnc(N)s2)c1 | 2 | 4.0 | 0 | 26 | 22 | 32
2 | O=C(NCC(F)(F)F)N1CCOCC1 | 50 | 1.6 | 16 | 4 | 5 | -1
3 | Cc1cccc(N(Cc2cc3ccccc3[nH]c2=O)C(=O)c2ccco2)c1C | -49 | 1.9 | -15 | -43 | 3 | -48
4 | CCN(CC)CCN1C(=O)C(=O)/C(=C(/O)c2ccc(F)cc2)C1c1ccncc1 (centres undefined) | 36 | 3.3 | -1 | 41 | 2 | -6
5 | COc1ccc(-c2nn3c(C4CCCCC4)nnc3s2)cc1OC | 11 | 1.2 | -14 | -14 | 8 | -26
6 | COc1cccc(-c2nc(NCC3CCCO3)c3ccccc3n2)c1O (centres undefined) | 3 | 4.5 | 24 | 78 | 6 | 47
7 | COc1ccccc1C(=O)Nc1cc(Cl)ccc1O | 18 | 10 | 6 | 24 | 12 | -2
8 | Cc1cc(=O)[nH]c(COc2ccccc2)n1 | -29 | 3.4 | -9 | -22 | 3 | -23

cpd | HT29 cell growth-2 | HT29 cell growth-2 condensed nuclei | HT29 cell growth-2 ATP viability | AID364 | A549 NSCLC growth
1 | 3 | 1.6 | -3 | 1% | 26
2 | -24 | 2.3 | 7 | -1% | -10
3 | -36 | 3.5 | -8 | -4% | -1
4 | 4 | 2.5 | 0 | -2% | -8
5 | 21 | 3.6 | -2 | -5% | 6
6 | 0 | 2.9 | 3 | 7% | 84*
7 | -1 | 4.6 | -3 | -2% | -1
8 | 13 | 4.8 | -2 | -16% | 7

Next results
cpd | SMILES | HT29 cell growth-1 | HT29 cell growth-1 condensed nuclei | HT29 cell growth-1 ATP viability | AID772 | AID772 condensed nuclei | AID772 second
9 | O=C(O)CC(NCc1ccco1)C(=O)OCCc1ccccc1 (centres undefined) | 4 | 2.7 | -18 | -4 | 1 | -20
10 | COc1ccc(OCC(O)Cn2c(Nc3cccc(C)c3)nc3c2c(=O)n(C)c(=O)n3C)cc1 (centres undefined) | 45 | 6.4 | -3 | 0 | 3 | -30
11 | O=C1C2ON(c3ccccc3)C(c3ccncc3)C2C(=O)N1c1ccc(Br)cc1 (centres undefined) | 10 | 1.9 | -20 | -45 | 7 | -72
12 | Cc1ccc2[nH]c3c(N4CCN(Cc5ccccc5)CC4)ncnc3c2c1 | 16 | 2.0 | -2 | 51 | 2 | 7
13 | c1ccc(-c2nnc3n2N=C(c2ccc4c(c2)OCO4)CS3)nc1 | -25 | 3.8 | 9 | 7 | 3 | -13
14 | CCCCC1CC1C(=O)Nc1ccc(OC)c(OC)c1 (centres undefined) | 30 | 1.7 | 14 | -28 | 10 | -8
15 | COc1ccccc1N(O)C1CC(=O)N(c2ccc(F)cc2)C1=O (centres undefined) | 4 | 0.7 | -9 | 46 | 2 | -27
16 | COc1cccc(Cn2c(OCC3CCCO3)nc3c2c(=O)n(C)c(=O)n3C)c1 (centres undefined) | -5 | 2.3 | -17 | -11 | 4 | 5

cpd | HT29 cell growth-2 | HT29 cell growth-2 condensed nuclei | HT29 cell growth-2 ATP viability | AID364 | A549 NSCLC growth
9 | -29 | 2.3 | -8 | 25% | 4
10 | 6 | 14 | -1 | 3% | 16
11 | -7 | 4.9 | -16 | -6% | -10
12 | -14 | 2.4 | -4 | 5% | 81*
13 | -1 | 3.5 | 1 | -7% | 13
14 | 38 | 6.0 | 9 | -5% | 11
15 | -26 | 2.5 | -14 | -1% | 3
16 | -12 | 2.0 | -7 | -10% | 17

From no. 7 up to 16, as listed above:
cpd | SMILES | HT29 cell growth-1 | HT29 cell growth-1 condensed nuclei | HT29 cell growth-1 ATP viability | AID772 | AID772 condensed nuclei | AID772 second
7 | COc1ccccc1C(=O)Nc1cc(Cl)ccc1O | 18 | 10 | 6 | 24 | 12 | -2
8 | Cc1cc(=O)[nH]c(COc2ccccc2)n1 | -29 | 3.4 | -9 | -22 | 3 | -23
9 | O=C(O)CC(NCc1ccco1)C(=O)OCCc1ccccc1 (centres undefined) | 4 | 2.7 | -18 | -4 | 1 | -20
10 | COc1ccc(OCC(O)Cn2c(Nc3cccc(C)c3)nc3c2c(=O)n(C)c(=O)n3C)cc1 (centres undefined) | 45 | 6.4 | -3 | 0 | 3 | -30
11 | O=C1C2ON(c3ccccc3)C(c3ccncc3)C2C(=O)N1c1ccc(Br)cc1 (centres undefined) | 10 | 1.9 | -20 | -45 | 7 | -72
12 | Cc1ccc2[nH]c3c(N4CCN(Cc5ccccc5)CC4)ncnc3c2c1 | 16 | 2.0 | -2 | 51 | 2 | 7
13 | c1ccc(-c2nnc3n2N=C(c2ccc4c(c2)OCO4)CS3)nc1 | -25 | 3.8 | 9 | 7 | 3 | -13
14 | CCCCC1CC1C(=O)Nc1ccc(OC)c(OC)c1 (centres undefined) | 30 | 1.7 | 14 | -28 | 10 | -8
15 | COc1ccccc1N(O)C1CC(=O)N(c2ccc(F)cc2)C1=O (centres undefined) | 4 | 0.7 | -9 | 46 | 2 | -27
16 | COc1cccc(Cn2c(OCC3CCCO3)nc3c2c(=O)n(C)c(=O)n3C)c1 (centres undefined) | -5 | 2.3 | -17 | -11 | 4 | 5

cpd | HT29 cell growth-2 | HT29 cell growth-2 condensed nuclei | HT29 cell growth-2 ATP viability | AID364 | A549 NSCLC growth
7 | -1 | 4.6 | -3 | -2% | -1
8 | 13 | 4.8 | -2 | -16% | 7
9 | -29 | 2.3 | -8 | 25% | 4
10 | 6 | 14 | -1 | 3% | 16
11 | -7 | 4.9 | -16 | -6% | -10
12 | -14 | 2.4 | -4 | 5% | 81*
13 | -1 | 3.5 | 1 | -7% | 13
14 | 38 | 6.0 | 9 | -5% | 11
15 | -26 | 2.5 | -14 | -1% | 3
16 | -12 | 2.0 | -7 | -10% | 17

More entries follow.
cpd | SMILES | HT29 cell growth-1 | HT29 cell growth-1 condensed nuclei | HT29 cell growth-1 ATP viability | AID772 | AID772 condensed nuclei | AID772 second
17 | O=C1C=C(O)CC(c2cccs2)C1 (centres undefined) | -36 | 3.5 | -12 | 13 | 3 | -3
18 | COc1ccc(NC(=O)c2c(C)cc(=O)oc2C)c(OC)c1 | 29 | 2.2 | -15 | -18 | 7 | -16
19 | CC1(C)Cc2c(sc3[nH]c(=S)n(Cc4ccco4)c(=O)c23)CO1 | -41 | 2.7 | -20 | 15 | 11 | 10
20 | O=C(O)c1ccccc1S | 8 | 2.1 | x | -22 | 3 | -30
21 | N#C/C(C(=O)N1CCCCC1)=C1\Nc2ccccc2S1 | -1 | 8.1 | -12 | 20 | 9 | -6

cpd | HT29 cell growth-2 | HT29 cell growth-2 condensed nuclei | HT29 cell growth-2 ATP viability | AID364 | A549 NSCLC growth
17 | -44 | 1.6 | -12 | -8% | -3
18 | 4 | 2.2 | -6 | -15% | -9
19 | -20 | 3.4 | -4 | 7% | 43
20 | 7 | 1.5 | -29 | -2% | 9
21 | 31 | 5.0 | -5 | -10% | 15

These rows are one share of the data; the hit share may differ from the screen's.
